MT stabilize HCS – microtubule stabilizers in HeLa cells | AID 2205 | actives 0.83% (n = 200,000) | HeLa tubulin immunostaining HCS, 24 h; share of cells brighter than vehicle mean+2SD | % tubulin-high responders, % at 10 µM;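 active = plate Z-score above 3 for both tubulin-high and condensed-nucleus cell shares, with cell loss under 80%, at 10 µM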;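 also: anti alpha tubulin signal scored within the nucleus-defined area of each cell; some results filed as inactive read as strong as hits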
ER stress rescue – rescue of cells from ER stress-induced death, primary screen, 384-well, CSM14.1, thapsigargin, ATP luminescence (AID 1222). 190,000 tested, under 10 active. cellular ATP content (survival), % at 20 µM; hits with a dose series show EC50 in µM. CSM14.1 thapsigargin-induced death rescue, ATP luminescence; higher % means a stronger effect;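 active = EC50 below 50 µM in the dose-response confirmation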;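 also: death triggered by thapsigargin at about 15 µM added after 2 h compound pretreatment; cell ATP read after overnight thapsigargin exposure of roughly 18 to 22 hours; normalized against plate controls of thapsigargin alone and 5% DMSO vehicle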
Dynein transport – dynein cargo transport inhibition. 3617.4 mouse cells, GR-EGFP nuclear translocation imaging; test concentration mostly 20 µM; stimulated with dexamethasone, 1 µM; stronger effect = lower value. z-score, hits read low. actives 0.47% (n = 220,000). AID 1381;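 active = plate z-score of nuclear minus cytoplasmic receptor signal below a set negative limit, without overly bright fluorescence or cell loss, cut at about -3.5 in these data, passing the limit was not always enough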;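 also: z-score of nuclear minus cytoplasmic ring GR-EGFP intensity difference per well; some compounds called inactive have numbers as strong as hits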
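Also added – dexamethasone, 1.0 µM final · Buffer or medium – tet-free, stripped-serum medium · Schedule – induction 48 h, compound 1 h, agonist 30 min · Detection – formaldehyde fixation, Hoechst nuclear stain, 10x automated fluorescence imaging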
M1AAP inhibition – malaria alanyl aminopeptidase activity blockers – biochemical, fluorogenic H-Leu-NHMec substrate, 1536-well (AID 1445) | inhibition, % at 30 µM, or IC50 in µM where a hit was titrated | actives 0.42% (n = 220,000) | recombinant M1AAP, H-Leu-NHMec fluorogenic kinetic assay; higher % means a stronger effect;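 active = primary inhibition above the hit cutoff, then over 50% inhibition at one or more dose response concentrations, cut at about 23% in these data, passing the limit was not always enough; inconclusive = conflicting primary data, or primary hits not chosen for dose response; inactive = low primary inhibition, or under 50% at every dose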;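 also: plate controls were DMSO full reaction for no effect and no enzyme background for full effect; strong numbers were not always called active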
Hep lipid drop – modulators of hepatic lipid droplet formation; inhibition, % at 6.5 µM; AML12 mouse hepatocytes, oleate lipid droplets, BODIPY imaging; actives 0.4% (n = 240,000);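 active = lipid droplet intensity inhibited by at least 50%, with more than 500 cells counted; inconclusive = wells with under 300 cells, treated as cytotoxic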
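Assay system: AML12 hepatocytes (mouse); Probe or stimulus: oleic acid at 100 µM to induce lipid droplet formation; Dosing: compound at 6.5 µM only; Schedule: compound with oleate, overnight; Detection: fluorescence imaging, 20x objective, two fields per well; Measure: % inhibition of lipid droplet signal.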
M17LAP inhibition – P. falciparum M17LAP inhibitors, primary screen, biochemical, fluorogenic H-Leu-NHMec substrate, 1536-well (AID 1619); recombinant M17LAP, H-Leu-NHMec fluorogenic kinetic assay; higher % means a stronger effect; inhibition, % at 30 µM; hits with a dose series show IC50 in µM; actives 0.38% (n = 220,000);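 active = compound inhibiting the enzyme by more than half at any dose during confirmatory dose-response retesting; inconclusive = strong single-dose inhibitors picked by rank but not retested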;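 also: plate controls were full reaction with DMSO carrier for no effect and no enzyme background for full effect; strong numbers were not always called active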
Yfh1-depleted yeast – mitochondrial function rescue without frataxin homolog – Friedreich's ataxia, plus single-dose screen, dose response (AID 1465); S. cerevisiae Yfh1-off respiration, WST-1 reduction, 72 h; higher fold induction means a stronger effect; fold induction at 50 µM; hits with a dose series show EC50 in µM; actives 0.074% (n = 220,000);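 active = fold induction of absorbance versus untreated yeast above a set limit, then at least 30% activation at any dose in follow-up; inconclusive = repeats straddling the limit, or above it without dose testing; inactive = fold induction below the set limit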;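 also: activators that raise dye reduction in frataxin-depleted yeast; strong numbers were not always called active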
Insulin prom up – MIN6 insulin promoter up-regulation. z-score at 5 µM. MIN6 insulin promoter-GFP reporter, high-content imaging; stronger effect = higher value. actives 0.3% (n = 190,000);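 active = z-score above 3 at 5 µM with at least 500 cells counted in the well; inconclusive = wells under 500 cells, flagged as cytotoxic or low count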
Autophagy mod – modulators of autophagy; MEF GFP-LC3 puncta imaging; test concentration mostly 10 µM; calls only at 10 µM (by protocol); actives 0.98% (n = 190,000);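 active = percentage of spot-positive cells more than 3 SD above its plate mean, without a fluorescence outlier flag or 80% toxicity; inconclusive = no clear call, values can overlap the other calls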;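 also: spot-positive cell cutoff set from DMSO-treated cells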
Dynein transport cytoplasmic EGFP – second read-out of Dynein transport, no call of its own (marks repeat the call); z-score; measured here: cytoplasmic GR-EGFP intensity; stronger effect = higher value
Dynein transport nuclear GR-EGFP – recorded beside Dynein transport, whose call it bears; z-score; measured here: nuclear GR-EGFP intensity;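 lower value marks the stronger effect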
Dynein transport cell count – further read-out of Dynein transport, marked with its call; z-score; measured here: cell count per field
Insulin prom up cell count – also measured in Insulin prom up; calls as there; cell count; measured here: cytotoxicity, nuclei count;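 total cells summed across four imaged fields per well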
Hep lipid drop cells 6.5 µM – second read-out of Hep lipid drop, no call of its own (marks repeat the call); cell count; measured here: cell count, cytotoxicity flag;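 cells counted across two imaged fields per well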
MT stabilize HCS Hoechst-high % – further read-out of MT stabilize HCS, marked with its call; % Hoechst-high responders; measured here: nuclear condensation Hoechst responders;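 share of cells brighter than vehicle mean plus two SD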
MT stabilize HCS cytotoxicity % – also measured in MT stabilize HCS; calls as there; toxicity, %; measured here: cytotoxicity by cell density;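 0% = mean cell density of plate MIN control wells and 100% = no cells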
Autophagy mod cell loss 18 h – also measured in Autophagy mod; calls as there; toxicity, %; measured here: cell loss, nuclei count;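 cell loss after 18 h compound exposure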
* marks the source's active call; other numbers are inactive results; i = inactive; ? = inconclusive; · = not tested or not shown; + = active, no number.

Results follow in this order: MT stabilize HCS	MT stabilize HCS Hoechst-high %	MT stabilize HCS cytotoxicity %	ER stress rescue	Dynein transport	Dynein transport cytoplasmic EGFP	Dynein transport nuclear GR-EGFP	Dynein transport cell count	M1AAP inhibition	Hep lipid drop	Hep lipid drop cells 6.5 µM	M17LAP inhibition	Yfh1-depleted yeast	Insulin prom up	Insulin prom up cell count	Autophagy mod	Autophagy mod cell loss 18 h
(1) CCN1CCC2(CCN(Cc3cn[nH]c3-c3ccc(OC)c(F)c3)C2)C1 (centres undefined)
    3.6	1.5	5.1	-1.3%	0.37	-0.21	-0.015	-0.45	2%	8	735	7%	i	0.34	1360	i	-26
(2) NC(=O)C1CCN(C(=O)CCSc2ccccc2)CC1
    2.6	1.7	6.7	-2.5%	-0.24	-0.25	-0.05	1.2	4%	-6	722	8%	i	·	·	i	14
(3) CCOC(=O)CNC(=O)c1cn(C)c(=O)c2cc(OC)c(OC)cc12
    2.1	4.6	7.1	-1.7%	-0.27	-0.2	-0.14	1.2	8%	·	·	-3%	i	3.2*	1073*	i	3
(4) Cn1c(Cn2c(=O)sc3ccccc32)nnc1SCC(=O)Nc1ccc(Cl)cc1
    4.3	2.0	6.8	3.1%	-0.11	-0.18	0.28	0.057	5%	8	738	5%	i	-0.56	1319	i	-6
(5) CC1(C(=O)NC2CCCCCCC2)CC1(Cl)Cl (centres undefined)
    2.5	2.1	7.9	1.6%	0.89	-0.22	0.96	0.25	6%	·	·	-6%	i	0.89	1325	i	-31
(6) Cc1ccc2nc(CSc3nnc(-c4ccco4)n3-c3ccccc3)cc(=O)n2c1
    2.0	2.1	2.2	·	-1.1	-0.22	-0.38	-0.62	·	·	·	·	i	·	·	i	-3
(7) CCOC(=O)N1CCN(C(=O)c2ccc3c(=O)n(Cc4ccccc4)c(=S)[nH]c3c2)CC1
    1.4	2.3	12	-2.4%	0.97	-0.12	1.2	-1.4	-2%	·	·	0%	i	·	·	i	10
(8) O=S(=O)(c1ccc2c(c1)oc1ccccc12)N1CCOCC1
    1.8	0.4	50	·	-0.8	-0.27	-0.16	2	4%	-8	722	-7%	i	0.53	1147	i	2
(9) COCC(=O)Nc1ccc(C)c(Cl)c1
    2.1	2.5	18	-1.3%	-0.35	-0.25	-0.077	0.1	-4%	18	686	3%	i	1.1	1343	i	-2
(10) CN(C)CCNC(=O)c1onc(CSc2ccc(F)cc2)c1C(=O)NCCN(C)C
    ·	·	·	·	0.66	-0.83	0.45	0.034	0%	·	·	10%	i	0.17	949	·	·
(11) Cc1c(Cl)c(C(F)(F)F)nn1CC(=O)NCc1ccccc1
    2.5	1.8	5.0	0.2%	-0.46	-0.16	-0.18	1.3	-2%	-20	719	7%	i	-0.02	1245	i	-2
(12) CCCC(=O)Nc1ccc(C=C(C(C)=O)C(C)=O)cc1
    ·	·	·	·	-1.1	0.087	-0.47	-0.051	6%	4	753	3%	i	0.79	1251	·	·
(13) CCNc1ccc([N+](=O)[O-])cc1
    ·	·	·	·	0.35	-0.22	0.088	0.43	4%	-8	623	-1%	i	-0.79	1092	·	·
(14) CCc1ccc(NC(=S)Nc2ccc3[nH]c(=O)[nH]c3c2)cc1
    ·	·	·	·	1.1	-0.25	0.39	-1.1	12%	10	696	10%	i	0.01	1291	·	·
(15) CC(=O)Nc1ccccc1NC(=O)C/C(C)=N/NC(=O)C(=O)Nc1cccc(Cl)c1C
    2.2	0.6	5.1	-0.9%	-0.41	-0.24	-0.45	0.97	7%	-20	665	2%	i	0.09	1176	i	-11
(16) COc1ccc(Nc2nc(NCC3CCCO3)nc(N)c2[N+](=O)[O-])cc1 (centres undefined)
    ·	·	·	·	-0.15	-0.17	-0.29	0.72	10%	0	756	-1%	i	0.14	1473	·	·
(17) CCN(CC)C(=O)C(=O)c1cn(CC(=O)N2CCc3ccccc3C2)c2ccccc12
    3.4	2.6	9.5	0.8%	0.17	-0.19	0.16	0.74	5%	-2	720	30%	i	1.4	934	i	3
(18) CC(=O)Nc1ccc(N2CCCC(C)C2)c([N+](=O)[O-])c1 (centres undefined)
    3.8	3.6	8.6	-0.5%	-0.33	-0.35	0.39	0.31	3%	7	688	-1%	i	0.63	1630	i	3
(19) CCOC(=O)Cn1c(=O)c(-c2ccccc2NC)nc2ccccc21
    1.2	1.4	3.2	0.6%	3	0.26	2.6	-1.5	3%	-20	725	-1%	i	-0.08	857	i	21
(20) Cn1nnnc1SCC1=C(C(=O)O)N2C(=O)C(NC(=O)Cn3nc(C(F)F)cc3C3CC3)C2SC1 (centres undefined)
    4.6	2.3	5.1	-16%	0.0081	-0.3	0.051	0.39	12%	6	701	50%	i	0.76	1232	+	-0.4*
(21) COC(=O)c1ccc(/C=N/NC(=O)C(=O)NCC2CCCO2)cc1 (centres undefined)
    ·	·	·	·	0.37	-0.27	0.13	-0.27	8%	-26	683	9%	i	0.17	1127	·	·
(22) O=C(NC(=S)Nc1ccc(CN2CCOCC2)cc1)c1ccc([N+](=O)[O-])cc1
    3.7	2.7	11	-2.2%	0.34	-0.25	0.0066	-0.25	7%	9	531	21%	i	1.2	1612	i	6
(23) CN(C)S(=O)(=O)c1ccc2c(c1)c(=O)c(C(=O)N1CCN(c3ccccn3)CC1)cn2C
    2.3	3.2	3.8	-1.4%	0.43	-0.18	0.32	-0.26	3%	·	·	12%	i	-0.83	1119	i	-1
(24) Cc1ccc(C(C)C)cc1OCC(=O)N/N=C/c1ccc2c(c1)OCCO2
    3.5	5.7	5.8	-4.9%	2.1	-0.25	0.53	-0.99	4%	9	663	-15%	i	0.43	1364	i	-17
(25) Cc1ccc(C23CC4CC(CC(NC(=O)NCCN(C)C)(C4)C2)C3)cc1
    3.2	2.9	6.4	-3.1%	1.9	0.42	1.3	-3.1	15%	16	781	4%	i	0.5	974	i	4
(26) Cc1csc(SCC(=O)Nc2c(C)n(C)n(-c3ccccc3)c2=O)n1
    3.7	1.7	1.7	-3.0%	0.13	-0.23	-0.29	-0.86	-4%	0	710	1%	i	-0.18	1270	i	-1
(27) CC(C)(C)NCC(O)(c1ccc(Cl)cc1)c1ccc(Cl)cc1
    2.3	1.2	5.6	-1.5%	-1.5	0.047	-0.76	-0.71	1%	-5	673	8%	i	-2.2	1213	i	-14
(28) CCN(CC)S(=O)(=O)c1ccc(N2CCOCC2)c(NC(=O)Cc2ccccc2F)c1
    1.9	2.0	7.5	-1.7%	0.23	-0.2	0.53	-0.87	5%	-36	632	3%	i	-0.5	1301	i	0
(29) Cc1ccc(-c2nnc(N3CCCCC3)c3ccccc23)cc1S(=O)(=O)NCC1CCCO1 (centres undefined)
    1.3	1.9	15	-1.2%	1.9	0.5	0.99	0.37	10%	-13	703	14%	i	-0.51	722	i	8
(30) Cc1ccc(NC(=O)/C=C/c2ccc([N+](=O)[O-])s2)cc1
    4.9	3.7	15	3.3%	-0.043	0.44	0.6	0.64	5%	-14	599	15%	i	17*	654*	i	4

Results in Dynein transport cell count, Autophagy mod cell loss 18 h and Insulin prom up cell count, for some of the entries so far:
item	mol	Dynein transport cell count	Autophagy mod cell loss 18 h	Insulin prom up cell count
2	NC(=O)C1CCN(C(=O)CCSc2ccccc2)CC1	1.2	14	·
7	CCOC(=O)N1CCN(C(=O)c2ccc3c(=O)n(Cc4ccccc4)c(=S)[nH]c3c2)CC1	-1.4	10	·

Following part.
Results follow in this order: MT stabilize HCS	MT stabilize HCS Hoechst-high %	MT stabilize HCS cytotoxicity %	ER stress rescue	Dynein transport	Dynein transport cytoplasmic EGFP	Dynein transport nuclear GR-EGFP	Dynein transport cell count	M1AAP inhibition	Hep lipid drop	Hep lipid drop cells 6.5 µM	M17LAP inhibition	Yfh1-depleted yeast	Insulin prom up	Insulin prom up cell count	Autophagy mod	Autophagy mod cell loss 18 h
(31) O=C(NC1CCCCC1)C(=S)NCCc1ccccc1
    3.7	1.9	6.2	0.2%	0.62	-0.35	0.19	-0.67	6%	15	673	-1%	i	-0.19	1652	i	13
(32) Cc1cc(C(=O)N2CCC(C(F)(F)F)n3nccc32)on1 (centres undefined)
    2.1	1.7	4.2	-0.5%	-0.68	-0.24	-0.38	0.6	-6%	22	769	-5%	i	·	·	i	3
(33) CNc1ccc(Br)cc(C(=O)/C=C/c2cc(OC)ccc2OC)c1=O
    7.2	7.3	2.2	1.3%	-4.1*	1.4*	-1.7*	0.27*	15%	-12	551	4%	i	?	·	i	0
(34) CCNC(=S)NNC(=O)c1cc(-c2ccccc2C)nc2ccccc12
    3.0	2.4	6.0	-1.3%	-0.21	-0.22	0.32	0.96	21%	·	·	10%	i	0.84	1580	i	-29

4 of the entries above in order of the Dynein transport value, largest number first:
no.	molecule	Dynein transport
31	O=C(NC1CCCCC1)C(=S)NCCc1ccccc1	0.62
34	CCNC(=S)NNC(=O)c1cc(-c2ccccc2C)nc2ccccc12	-0.21
32	Cc1cc(C(=O)N2CCC(C(F)(F)F)n3nccc32)on1 (centres undefined)	-0.68
33	CNc1ccc(Br)cc(C(=O)/C=C/c2cc(OC)ccc2OC)c1=O	-4.1*
